NSD2 block: NSD2 (human) methyltransferase inhibition; AID 624260; O96028; NSD2-SET H3K36me1 DELFIA fluorescence, biochemical; hit rate 0.07% among 44,000; inhibition, % at 12.5 µM; in the data active = inhibition above about 54%, passing the limit was not always enough;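 note: inhibitors reduce the monomethyl H3K36 fluorescence signal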
Target sequence (O96028 whole entry, looked up): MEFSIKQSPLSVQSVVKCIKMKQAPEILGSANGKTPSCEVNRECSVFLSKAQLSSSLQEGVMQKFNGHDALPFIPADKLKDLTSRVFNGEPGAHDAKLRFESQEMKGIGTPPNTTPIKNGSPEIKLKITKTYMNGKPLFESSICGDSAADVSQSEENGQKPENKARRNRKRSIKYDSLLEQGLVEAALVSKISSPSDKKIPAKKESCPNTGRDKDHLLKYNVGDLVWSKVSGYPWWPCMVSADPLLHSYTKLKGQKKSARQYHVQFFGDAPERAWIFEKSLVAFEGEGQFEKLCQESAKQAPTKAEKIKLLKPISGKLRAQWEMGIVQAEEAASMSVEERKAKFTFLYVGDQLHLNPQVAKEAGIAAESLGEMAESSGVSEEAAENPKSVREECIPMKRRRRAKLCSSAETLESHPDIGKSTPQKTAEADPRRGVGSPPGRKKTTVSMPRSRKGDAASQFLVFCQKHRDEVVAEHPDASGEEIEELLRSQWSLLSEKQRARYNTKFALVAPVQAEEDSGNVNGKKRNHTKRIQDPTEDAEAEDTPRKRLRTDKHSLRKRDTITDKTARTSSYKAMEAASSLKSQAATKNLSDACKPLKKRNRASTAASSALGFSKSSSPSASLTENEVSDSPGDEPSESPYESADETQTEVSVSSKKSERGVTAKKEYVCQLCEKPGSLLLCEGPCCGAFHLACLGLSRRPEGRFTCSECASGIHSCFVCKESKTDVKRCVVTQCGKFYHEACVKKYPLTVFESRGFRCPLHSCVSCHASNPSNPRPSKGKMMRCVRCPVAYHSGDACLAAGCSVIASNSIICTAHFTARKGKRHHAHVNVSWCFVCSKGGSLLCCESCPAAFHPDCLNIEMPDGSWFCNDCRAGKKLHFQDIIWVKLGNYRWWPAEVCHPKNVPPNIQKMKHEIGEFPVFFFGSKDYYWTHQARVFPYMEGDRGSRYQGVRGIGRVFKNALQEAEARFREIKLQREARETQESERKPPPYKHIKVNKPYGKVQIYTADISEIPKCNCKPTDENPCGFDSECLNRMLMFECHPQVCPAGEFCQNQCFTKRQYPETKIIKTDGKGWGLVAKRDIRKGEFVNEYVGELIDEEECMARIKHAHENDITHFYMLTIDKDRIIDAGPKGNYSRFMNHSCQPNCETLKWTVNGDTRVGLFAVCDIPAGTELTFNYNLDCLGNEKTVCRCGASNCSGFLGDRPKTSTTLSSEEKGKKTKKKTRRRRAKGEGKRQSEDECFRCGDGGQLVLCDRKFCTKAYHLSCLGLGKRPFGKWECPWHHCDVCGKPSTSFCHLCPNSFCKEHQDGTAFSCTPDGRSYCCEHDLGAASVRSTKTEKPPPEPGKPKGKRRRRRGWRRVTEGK
* = called active by the depositor. These rows are one share of the data, so the mix of outcomes need not match the whole.

NSD2 block	smiles
0	COc1ccc(NC(=O)Nc2cccc3c2O[C@@H](CN(C)C)[C@H](C)CN([C@@H](C)CO)C3=O)cc1
4	CO[C@H](CN(C)C(=O)c1cc(Cl)cc(Cl)c1)[C@@H](C)CN(C(=O)Nc1ccc(F)cc1)[C@@H](C)CO
-6	COc1ccc(S(=O)(=O)Nc2cccc3c2O[C@H](CN(C)Cc2ccc(Oc4ccccc4)cc2)[C@H](C)CN([C@@H](C)CO)C3=O)cc1
0	CCCC#Cc1cnc2c(c1)C(=O)N([C@H](C)CO)C[C@@H](C)[C@H](CN(C)C)O2
4	C[C@@H]1CCCCO[C@@H](CN(C)S(=O)(=O)c2cn(C)cn2)[C@H](C)CN([C@@H](C)CO)C(=O)c2cc(NC(=O)C3CCCCC3)ccc2O1
-10	COc1ccc(C#Cc2ccc3c(c2)[C@]2(C(=O)N3)[C@H](C(=O)NC[C@H](O)c3ccccc3)[C@H]3C(=O)O[C@H](c4ccccc4)[C@H](c4ccccc4)N3[C@@H]2c2ccc(O)cc2)cc1
-2	CCOC(=O)N(C)C[C@@H]1OCc2ccccc2-c2c(n(C)c3ccccc23)C(=O)N([C@H](C)CO)C[C@@H]1C
1	C[C@@H]1CCCCO[C@H](CN(C)Cc2ccc(C(F)(F)F)cc2)[C@H](C)CN([C@@H](C)CO)C(=O)c2cc(NC(=O)Nc3ccc(C(F)(F)F)cc3)ccc2O1
-4	Cc1ccc(S(=O)(=O)N(C)C[C@@H]2OCCCC[C@H](C)Oc3ccc(NC(=O)Nc4ccc(C(F)(F)F)cc4)cc3C(=O)N([C@@H](C)CO)C[C@@H]2C)cc1
5	C[C@H]1CN([C@@H](C)CO)C(=O)Cc2cc(NC(=O)CCN3CCOCC3)ccc2O[C@H]1CN(C)C(=O)NC1CCCCC1
1	C[C@@H]1CN([C@H](C)CO)C(=O)Cc2cc(NC(=O)Cc3cn(C)c4ccccc34)ccc2O[C@H]1CN(C)Cc1ccc(Oc2ccccc2)cc1
1	COc1ccc(NC(=O)Nc2ccc3c(c2)C(=O)N([C@@H](C)CO)C[C@H](C)[C@@H](CN(C)Cc2ccc(Cl)c(Cl)c2)OCCCC[C@@H](C)O3)cc1
1	CC(C)NC(=O)N(C)C[C@H]1OCCCC[C@@H](C)Oc2ccc(NS(=O)(=O)c3ccccc3)cc2C(=O)N([C@@H](C)CO)C[C@@H]1C
1	Cc1noc(C)c1NC(=O)N(C)C[C@@H]1Oc2c(NC(=O)C3CCCCC3)cccc2C(=O)N([C@H](C)CO)C[C@@H]1C
0	C[C@@H]1CN([C@@H](C)CO)C(=O)c2cc(NC(=O)Cc3cn(C)c4ccccc34)ccc2O[C@H]1CN(C)Cc1ccc(-c2ccccc2)cc1
-2	C[C@@H]1CN([C@@H](C)CO)C(=O)Cc2cc(NC(=O)NC3CCCCC3)ccc2O[C@H]1CN(C)S(=O)(=O)c1ccc(Cl)cc1
2	C[C@H]1CN([C@@H](C)CO)S(=O)(=O)c2ccc(C#CCN(C)C)cc2O[C@H]1CN(C)C
-3	C[C@H]1CN([C@@H](C)CO)C(=O)c2cccc(NC(=O)C3CCOCC3)c2O[C@@H]1CN(C)S(=O)(=O)c1ccc(Cl)cc1
6	C[C@@H]1CN([C@H](C)CO)C(=O)c2cc(NC(=O)C3CCCCC3)ccc2O[C@H]1CN(C)S(=O)(=O)c1cn(C)cn1
1	C[C@@H]1CN([C@H](C)CO)C(=O)c2cccc(NC(=O)C3CC3)c2O[C@@H]1CN(C)S(=O)(=O)c1cccs1
1	C[C@H]1CN([C@@H](C)CO)S(=O)(=O)c2ccc(-c3ccncc3)cc2O[C@H]1CN(C)C(=O)CN(C)C
-4	C[C@@H]1CN([C@H](C)CO)C(=O)Cc2cc(NC(=O)NC3CCCCC3)ccc2O[C@@H]1CN(C)Cc1ccc(C(=O)Nc2ccccc2N)cc1
-3	C[C@@H]1CN([C@@H](C)CO)C(=O)c2cc(NC(=O)Nc3ccc(F)cc3)ccc2O[C@@H]1CN(C)S(=O)(=O)c1ccccc1
3	CC(C)CC#Cc1cnc2c(c1)C(=O)N([C@H](C)CO)C[C@@H](C)[C@@H](CN(C)S(=O)(=O)c1ccccc1)O2
-11	C[C@H](CO)N1C[C@H](C)[C@@H](CN(C)Cc2ccc(C(F)(F)F)cc2)Oc2ccc(NC(=O)C3CCCCC3)cc2CC1=O

Gathered by group: the compounds so far containing nitrogen in an aromatic ring (9)
NSD2 block	smiles
0	CCCC#Cc1cnc2c(c1)C(=O)N([C@H](C)CO)C[C@@H](C)[C@H](CN(C)C)O2
4	C[C@@H]1CCCCO[C@@H](CN(C)S(=O)(=O)c2cn(C)cn2)[C@H](C)CN([C@@H](C)CO)C(=O)c2cc(NC(=O)C3CCCCC3)ccc2O1
-2	CCOC(=O)N(C)C[C@@H]1OCc2ccccc2-c2c(n(C)c3ccccc23)C(=O)N([C@H](C)CO)C[C@@H]1C
1	C[C@@H]1CN([C@H](C)CO)C(=O)Cc2cc(NC(=O)Cc3cn(C)c4ccccc34)ccc2O[C@H]1CN(C)Cc1ccc(Oc2ccccc2)cc1
1	Cc1noc(C)c1NC(=O)N(C)C[C@@H]1Oc2c(NC(=O)C3CCCCC3)cccc2C(=O)N([C@H](C)CO)C[C@@H]1C
0	C[C@@H]1CN([C@@H](C)CO)C(=O)c2cc(NC(=O)Cc3cn(C)c4ccccc34)ccc2O[C@H]1CN(C)Cc1ccc(-c2ccccc2)cc1
6	C[C@@H]1CN([C@H](C)CO)C(=O)c2cc(NC(=O)C3CCCCC3)ccc2O[C@H]1CN(C)S(=O)(=O)c1cn(C)cn1
1	C[C@H]1CN([C@@H](C)CO)S(=O)(=O)c2ccc(-c3ccncc3)cc2O[C@H]1CN(C)C(=O)CN(C)C
3	CC(C)CC#Cc1cnc2c(c1)C(=O)N([C@H](C)CO)C[C@@H](C)[C@@H](CN(C)S(=O)(=O)c1ccccc1)O2

(further entries)
NSD2 block	smiles
-1	CC(=O)N(C)C[C@H]1Oc2cc(C#CCN(C)C)ccc2S(=O)(=O)N([C@H](C)CO)C[C@H]1C
-5	C[C@@H]1CN([C@@H](C)CO)C(=O)c2cc(NS(C)(=O)=O)ccc2O[C@@H](C)CCCCO[C@H]1CN(C)C(=O)Nc1ccc(C(F)(F)F)cc1
-5	O=C(C[C@H]1C[C@@H]2c3cc(NC(=O)Nc4ccccc4)ccc3O[C@@H]2[C@@H](CO)O1)NCc1cccc(F)c1
-2	C[C@H]1CN([C@@H](C)CO)C(=O)c2cc(-c3cncnc3)cnc2O[C@@H]1CN(C)C(=O)Cc1ccccc1
-5	C[C@H]1CN([C@@H](C)CO)C(=O)c2cccc(NC(=O)CCCCCC(=O)Nc3ccccc3N)c2O[C@H]1CN(C)Cc1ccc(C(F)(F)F)cc1
3	COc1ccc(S(=O)(=O)Nc2ccc3c(c2)C(=O)N([C@@H](C)CO)C[C@H](C)[C@H](CN(C)C(=O)NC2CCCCC2)O3)cc1
2	CNC[C@H]1Oc2ccc(NS(C)(=O)=O)cc2C(=O)N([C@@H](C)CO)C[C@@H]1C
-16	COCC(=O)N(C)C[C@@H]1Oc2cc(C#CC(C)(C)O)ccc2S(=O)(=O)N([C@H](C)CO)C[C@H]1C
-4	C[C@H]1CN([C@@H](C)CO)S(=O)(=O)c2ccc(/C=C/c3ccccc3)cc2O[C@@H]1CN(C)C(=O)NC1CCCCC1
-2	C[C@H]1CN([C@@H](C)CO)C(=O)c2cc(NC(=O)Nc3ccc(C(F)(F)F)cc3)ccc2O[C@@H]1CN(C)Cc1ccc(C(=O)Nc2ccccc2N)cc1
0	CCCC[C@]12CCCC(=O)N1CCc1c2[nH]c2ccccc12
5	C[C@@H]1CN([C@H](C)CO)C(=O)c2cccc(NC(=O)C3CCOCC3)c2O[C@@H]1CN(C)Cc1ccc(C(=O)Nc2ccccc2N)cc1
-3	C[C@@H](NC(=O)C[C@H]1C[C@@H]2c3cc(NC(=O)c4cccnc4)ccc3O[C@@H]2[C@@H](CO)O1)c1ccccc1
-2	C[C@@H]1CN([C@H](C)CO)C(=O)c2cc(NS(=O)(=O)c3cn(C)cn3)ccc2O[C@@H](C)CCCCO[C@H]1CN(C)C(=O)Nc1ccc2c(c1)OCO2
-9	C[C@@H]1CN([C@@H](C)CO)C(=O)Cc2cc(NC(=O)Cc3ccccc3)ccc2O[C@H]1CN(C)Cc1ccc(Cl)c(Cl)c1
-7	C=C(C)C(=O)Nc1ccc(Oc2ccccc2F)nc1
-4	COc1ccc(-c2cnc3c(-c4ccsc4)cnn3c2)cc1
-1	COc1ccc(NC(=O)Nc2cccc3c2O[C@H](CN(C)CC2CCCCC2)[C@@H](C)CN([C@@H](C)CO)C3=O)cc1
-33	COc1cccc(-c2ccc3c(c2)O[C@@H](CN(C)C(C)=O)[C@H](C)CN([C@@H](C)CO)S3(=O)=O)c1
5	CC(C)NC(=O)N(C)C[C@@H]1Oc2ccc(NC(=O)Cn3cnnn3)cc2CC(=O)N([C@@H](C)CO)C[C@@H]1C
-5	COCC#Cc1ccc2c(c1)O[C@@H](CN(C)S(C)(=O)=O)[C@H](C)CN([C@H](C)CO)S2(=O)=O
-4	CC(C)NC(=O)Nc1cccc2c1O[C@@H](CN(C)Cc1ccc(-c3ccccc3)cc1)[C@@H](C)CN([C@@H](C)CO)C2=O
6	COc1ccc(S(=O)(=O)N(C)C[C@@H]2Oc3ccc(NC(=O)NC(C)C)cc3C(=O)N([C@H](C)CO)C[C@@H]2C)cc1
-2	COc1ccc(S(=O)(=O)Nc2ccc3c(c2)CC(=O)N([C@@H](C)CO)C[C@H](C)[C@@H](CN(C)S(=O)(=O)c2c(C)noc2C)O3)cc1
5	C#C[C@]1(O)CC[C@H]2[C@@H]3CCC4=CC(=O)CC[C@@H]4[C@H]3CC[C@@]21C
1	CNC[C@H]1OCc2cn(nn2)CCCC(=O)N([C@@H](C)CO)C[C@H]1C
-5	CC(=O)N(C)C[C@H]1Oc2cc(C#Cc3ccccc3)ccc2S(=O)(=O)N([C@@H](C)CO)C[C@H]1C
-7	C[C@@H]1CN([C@H](C)CO)C(=O)c2cccc(NC(=O)Nc3ccc(C(F)(F)F)cc3)c2O[C@@H]1CN(C)C(=O)NC1CCCCC1
-2	FC(F)(F)c1ccnc(NCCNC(=S)NCc2ccco2)n1
1	Cc1noc(C)c1NC(=O)Nc1ccc2c(c1)C(=O)N([C@@H](C)CO)C[C@H](C)[C@@H](CN(C)S(=O)(=O)c1ccc(F)cc1)OCCCC[C@H](C)O2
1	COCC#Cc1cnc2c(c1)C(=O)N([C@@H](C)CO)C[C@@H](C)[C@H](CN(C)C(=O)C1CCOCC1)O2
4	COc1ccc(S(=O)(=O)N(C)C[C@H]2OCc3cnnn3CCCC(=O)N([C@H](C)CO)C[C@H]2C)cc1
3	C[C@H](CO)N1C[C@H](C)[C@H](CN(C)C(=O)CC2CC2)Oc2cc(C#CCN(C)C)ccc2S1(=O)=O
1	C[C@@H]1CN([C@@H](C)CO)C(=O)c2cc(-c3ccc(F)cc3)cnc2O[C@H]1CN(C)Cc1cccnc1
-1	CCN1CCC[C@H]1CNC(=O)c1cc(S(N)(=O)=O)ccc1OC
-11	C[C@H](CO)N1C[C@H](C)[C@@H](CN(C)S(=O)(=O)c2cn(C)cn2)OCCCC[C@H](C)Oc2ccc(NC(=O)c3ccccc3)cc2C1=O
-3	C[C@@H]1CN([C@@H](C)CO)C(=O)c2cc(C#CCN(C)C)cnc2O[C@@H]1CN(C)Cc1cccc(F)c1
16	C[C@@H]1CN([C@H](C)CO)C(=O)c2cc(NC(=O)Nc3ccc(C(F)(F)F)cc3)ccc2O[C@@H](C)CCCCO[C@H]1CN(C)Cc1ccccc1
4	C[C@@H]1CN([C@H](C)CO)S(=O)(=O)c2ccc(C#Cc3cccnc3)cc2O[C@@H]1CN(C)C(=O)C1CC1
1	C[C@H](CO)N1C[C@H](C)[C@H](CN(C)S(=O)(=O)c2cn(C)cn2)Oc2c(NC(=O)c3cnccn3)cccc2C1=O
13	C=C1C(=O)OC2C3=C(C)C(=O)CC3C(C)CC(O)C12 (stereo not drawn)
2	C[C@@H]1CN([C@@H](C)CO)C(=O)c2cc(NC(=O)C3CCCCC3)ccc2O[C@@H]1CN(C)Cc1ccc(C(=O)O)cc1
-482	Cc1noc(C)c1NC(=O)N(C)C[C@@H]1Oc2c(NC(=O)c3nc4ccccc4s3)cccc2C(=O)N([C@H](C)CO)C[C@@H]1C
18	CCn1cc(C(=O)O)c(=O)c2cnc(N3CCCC3)nc21
-3	C[C@H](CO)N1C[C@H](C)[C@H](CN(C)C(=O)Nc2ccccc2)Oc2ccc(NC(=O)Nc3ccc4c(c3)OCO4)cc2CC1=O
4	C[C@H]1CN([C@@H](C)CO)C(=O)c2cccc(NS(=O)(=O)c3cn(C)cn3)c2O[C@@H]1CN(C)C(=O)Nc1cccc2ccccc12
3	Cc1ccc(S(=O)(=O)N(C)C[C@@H]2Oc3ccc(NC(=O)CCC(F)(F)F)cc3CC(=O)N([C@H](C)CO)C[C@@H]2C)cc1
3	COc1ccc(NC(=O)N(C)C[C@H]2Oc3ccc(NC(=O)CCC(F)(F)F)cc3C(=O)N([C@H](C)CO)C[C@H]2C)cc1
5	C/C=C/[C@H](CC(=O)N1Cc2ccccc2C[C@H]1CO)[Si](C)(C)c1ccc(OC)cc1
7	C[C@@H]1CN([C@@H](C)CO)C(=O)c2cc(-c3cncnc3)cnc2O[C@H]1CN(C)Cc1ccc(F)cc1

Carrying on:
NSD2 block	smiles
0	C[C@@H]1CN([C@H](C)CO)C(=O)Cc2cc(NS(=O)(=O)c3ccc(Cl)cc3)ccc2O[C@H]1CN(C)C(=O)Nc1ccccc1
1	COc1ccc(S(=O)(=O)N(C)C[C@@H]2Oc3cc(C4=CCCC4)ccc3S(=O)(=O)N([C@H](C)CO)C[C@H]2C)cc1
27	COCC(=O)Nc1ccc2c(c1)[C@@H]1C[C@@H](CC(=O)NCc3ccc(-c4ccccc4)cc3)O[C@@H](CO)[C@@H]1O2
-6	C[C@H](CO)N1C[C@H](C)[C@@H](CN(C)C(=O)Nc2ccc(C(F)(F)F)cc2)Oc2ccc(NC(=O)CCN3CCOCC3)cc2CC1=O
1	CNC[C@@H]1Oc2c(NC(=O)Nc3ccccc3)cccc2C(=O)N([C@@H](C)CO)C[C@H]1C
